# Hsp70 activator: Hsp70 transcriptional activators, primary screen, cell-based, HeLa, Hsp70 promoter luciferase, luminescence, 10 µM; activation, % at 10 µM; 200,000 tested, 0.04% active; HeLa Hsp70 promoter luciferase reporter; scaled: vehicle 0, proteasome-inhibitor control 100%;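 active means activation above the mean across all tested compounds plus 3 SD, cutoff set per campaign, cut at about 5.5% in these data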;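 further: 100% = MG132 at 30 µM as the positive control and 0% = DMSO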
# APP 5'UTR act: activators of APP 5'UTR luciferase reporter, primary screen, SH-SY5Y cells. SH-SY5Y APP 5'UTR luciferase reporter, luminescence; zero percent = DMSO vehicle wells. activation, % at 2 µM. 190,000 tested, 1% active. AID 1276, 2008;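 active means activation above a set limit, based on mean plus 3 SD of controls, cut at about 140% in these data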; further: values of inactives mirror those of a sister screen read the other way
# NF-kB expr up: activators of NF-kB expression in neurons, primary screen, cell-based, HTS | human neuronal cells, NF-kB reporter expression; hits give high values | fold change at 12.5 µM | 190,000 tested, 1.6% active | AID 1239, 2008; in the data active means fold change above about 3.3
# FLuc inh counter: firefly luciferase enzyme inhibitors, primary screen, artefact control for luciferase-based inhibitor screens, biochemical, luminescence, ATPLite; AID 1006, 2008; Luciferin 4-monooxygenase (Photinus pyralis), P08659; 10 min; 200,000 tested, 1.5% active; inhibition, % at 10 µM;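 active means inhibition above about 50% when tested at 10 µM, limit read from the data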
# Target sequence (P08659 whole entry, looked up): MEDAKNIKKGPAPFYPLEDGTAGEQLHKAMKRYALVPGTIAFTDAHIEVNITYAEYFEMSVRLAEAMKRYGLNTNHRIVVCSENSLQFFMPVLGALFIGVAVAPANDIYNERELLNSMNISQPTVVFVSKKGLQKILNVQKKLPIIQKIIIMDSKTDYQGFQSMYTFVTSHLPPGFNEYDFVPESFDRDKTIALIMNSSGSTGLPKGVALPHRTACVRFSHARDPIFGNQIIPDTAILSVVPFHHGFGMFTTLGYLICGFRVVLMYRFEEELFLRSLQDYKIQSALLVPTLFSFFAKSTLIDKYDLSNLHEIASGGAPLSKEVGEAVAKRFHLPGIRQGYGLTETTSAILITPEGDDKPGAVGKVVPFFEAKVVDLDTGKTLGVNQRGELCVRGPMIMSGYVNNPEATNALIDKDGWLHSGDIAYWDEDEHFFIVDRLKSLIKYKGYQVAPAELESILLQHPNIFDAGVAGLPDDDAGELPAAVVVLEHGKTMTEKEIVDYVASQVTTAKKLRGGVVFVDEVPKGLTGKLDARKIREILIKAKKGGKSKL
# APP transl inh: inhibitors of APP translation via 5'UTR reporter, primary screen, APP 5'UTR luciferase, SH-SY5Y cells. SH-SY5Y APP 5'UTR-luciferase reporter, luminescence. 190,000 tested, 0.82% active. inhibition, % at 2 µM. AID 1285, 2008;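 active means inhibition above a set limit, derived from the sample mean plus 3 SD, cut at about 45% in these data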; further: values of inactives mirror those of a sister screen read the other way
# STAT1 activator: STAT1 signaling activators, primary screen, cell-based, HTS, luciferase reporter | NIH 3T3 STAT1-luciferase reporter, IFN-gamma, luminescence; 100% = IFN-gamma alone, no compound | activation (% of control), % at 5.5 µM | 200,000 tested, 2.6% active | AID 932, 2007;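 active means activation above the screen-wide mean activation plus 3 SD, cut at about 130% in these data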;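 further: raw ratio to IFN-gamma control signal so 100% means no change and 0% no light; values of inactives mirror those of a sister screen read the other way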
# FLuc act counter: FLuc activators, initial screening, artefact control for FLuc-dependent activation tests, biochemical, ATPlite luminescence | ATPlite luciferase biochemical, 10 min; 0 = ATP-free wells, 1 = DMSO control | activation factor at 10 µM | Luciferin 4-monooxygenase (Photinus pyralis), P08659 | 200,000 tested, under 10 active;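 active means luciferase activation factor, scaled between plate controls, of at least 2 with compound at 10 µM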
#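 System: luciferase plus luciferin reagent, cell-free; medium: PBS as buffer for the ATP substrate; dosing: test compounds dosed from 2 mM stocks in 100% DMSO; timing: 10 min post-reagent at room temperature; measured by: luminescence measurement of luciferase light output; evaluation: luciferase activation, seen as luminescence increase over controls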
# HMGR II inh: inhibitors of E. faecalis class II HMGR, primary screen, biochemical, Enterococcus faecalis; inhibition, % at 10 µM; purified E. faecalis HMGR, NADPH absorbance 340 nm kinetic; 190,000 tested, 0.41% active; AID 1066, 2008; HMG-CoA reductase (Enterococcus faecalis, mvaE);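 active means inhibition above a set limit, the median over all tested compounds plus 3 SD, cut at about 9.5% in these data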;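 further: enzyme runs in reverse so mevalonate oxidation gives rising NADPH absorbance; 0% = complete reaction with DMSO and 100% = background rate lacking mevalonate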
# G6PDH counter: L. mesenteroides G6PDH inhibitors, counter-screen for G6PDH-coupled screening assays, biochemical, Leuconostoc mesenteroides enzyme; Purified L. mesenteroides G6PDH, diaphorase/resazurin coupled fluorescence, 45 min; AID 1020, 2008; inhibition, % at 5 µM; 200,000 tested, 0.12% active; glucose-6-phosphate dehydrogenase [Leuconostoc mesenteroides]; in the data active means inhibition above about 50%
# DTT redox prof: compounds producing H2O2 with reducing agent – biochemical, NIH compound library profiling, artefact control for MLSCN library redox annotation, primary screen. AID 878, 2007. activation, % at 10 µM. DTT-dependent redox cycling H2O2, phenol red/HRP absorbance; 100% = 100 µM peroxide control, 0% = buffer. 200,000 tested, 0.03% active;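 active means activation of at least 50% relative to the plate's high and low controls in the primary single-dose screen; inactive means activation below 50%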;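 further: compound incubated with DTT at 0.8 mM final as the reducing agent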
# Active calls of the source: *; / = not tested or not shown.
SMILES,Hsp70 activator,APP 5'UTR act,NF-kB expr up,FLuc inh counter,APP transl inh,STAT1 activator,FLuc act counter,HMGR II inh,G6PDH counter,DTT redox prof
Cc1ccc(Cc2cnc(NC(=O)/C(C#N)=C/c3ccc(-c4ccc([N+](=O)[O-])cc4)o3)s2)cc1,-0.2,12,1.1,-3,-12,92,1,-1,-18,-3.4
O=C1Nc2ccccc2C(O)(C(=O)N2CCCCC2)N1c1ccccc1 (configuration not stated),-0.2,-16,1.4,-8,16,98,1.1,-6,6,-1.2
Cc1cc(OCn2ccc(C(=O)O)n2)ccc1Cl,-0.4,-5,0.98,-1,5,102,1,-6,8,-0.9
Cc1cccc(C(=O)N(c2ccccn2)C(C)c2ccco2)c1 (configuration not stated),-0.3,8,1.1,-4,-8,99,1,-3,7,0.2
CC(C)CNC(=O)C(=O)NN=C1CCCCCC1,-0.5,11,1.5,-8,-11,103,1.1,-6,-6,0.6
Cc1cccc(C)c1-n1c(C)cc(/C=N/NC(N)=S)c1C,0.1,-41,1.1,-1,41,115,1,5,-5,1.0
Cc1cc(C)n(-c2nc3c(c(=O)[nH]c(=O)n3C)n2C(C)C)n1,-0.5,0,1.1,-3,0,95,1,-6,5,1.2
CN(CC(=O)Nc1sccc1C#N)C1CCCCC1,-0.1,4,1,-3,-4,99,1,0,17,0.5
CN(C)c1ccc(CNC(=O)c2ccc(CNc3c(N4CCCCC4)c(=O)c3=O)cc2)cc1,0.0,8,1,-5,-8,98,1.1,1,-9,-0.6
COc1ccc(NC(=O)c2sc3cc(C(F)(F)F)cnc3c2-c2cccs2)cc1,-0.2,-3,1.1,-7,4,104,1.1,0,8,0.0
O=C(O)CSc1ccccc1C(=O)O,0.0,7,1.1,-5,-7,108,1.1,-6,0,0.3
COc1ccccc1-n1cc(C(=O)c2cc(Cl)ccc2O)cc(C#N)c1=O,0.0,-8,1.2,-2,8,99,1,-1,2,0.0
CN1CCN(C(=O)NC2CCCCC2)CC1,0.0,26,1.1,-5,-26,101,1.1,-7,10,0.6
CN1C(=O)/C(=C\C=C2/CCCN2C)N(C)C1=S,-0.2,11,5.7*,-3,-11,128,1,0,6,0.0
CC(c1cccnc1)N(C(=O)Nc1ccccc1)C1CCCCC1 (configuration not stated),-0.3,10,1.1,-7,-10,108,1.1,3,5,-0.5
COC(=O)c1ccc(CSc2n[nH]c(C)n2)o1,0.1,-2,1,-5,2,102,1,1,8,-1.1
CCCCN1C(=O)/C(=C(/C#N)C(N)=O)c2ccccc21,0.1,3,1,-10,-4,106,1.1,-1,-4,0.3
O=C(O)c1ccc(N(c2ccccc2)c2ccccc2)cc1,0.0,1,1.3,-5,-1,96,1.1,-3,3,0.3
c1ccc2c(-c3nc4ncccc4o3)cccc2c1,-0.3,-1,1.1,3,1,103,1,-4,0,1.1
COC(=O)c1sccc1NC(=O)c1cc(-c2cc(C)ccc2C)nc2ccccc12,-0.2,-2,1,-6,2,100,1.1,0,6,-4.1
COCCn1c(SCC(=O)Nc2nc(C)c(Cl)cc2Cl)nc2ccccc21,-0.3,9,0.97,-8,-9,101,1.1,-8,8,1.0
COc1cc(OC)cc(C(=O)NNC(=O)CCc2ccccc2)c1,-0.4,-29,2.6,0,29,97,1,4,11,-0.8
OCCC1CN(Cc2ccccn2)CCN1C1CCCC1 (configuration not stated),-0.1,-1,1.1,-5,1,101,1,-1,10,-0.9
COc1cccc(Cn2cnc3c(NS(=O)(=O)c4ccc(Cl)cc4Cl)c(C)c(C)cc32)c1,-0.5,2,0.84,5,-2,92,1,-2,-1,1.7
CCOc1ccccc1N1CC(C(=O)Nc2nccs2)CC1=O (configuration not stated),-0.1,14,1.1,-10,-14,103,1.1,-5,7,-0.5
# New compounds follow.
SMILES,Hsp70 activator,APP 5'UTR act,NF-kB expr up,FLuc inh counter,APP transl inh,STAT1 activator,FLuc act counter,HMGR II inh,G6PDH counter,DTT redox prof
CCOc1ccc(N2C(=O)c3ccccc3C2O)cc1 (configuration not stated),0.3,74,2.5,38,-74,102,0.6,-2,10,-0.7
CS(=O)(=O)N1CCN(c2ccc(NC(=O)c3ccccc3)cc2)CC1,0.3,106,2,20,-106,124,0.8,-11,5,-2.2
Cc1ncc([N+](=O)[O-])n1CCOC(=O)Nc1ccc(Cl)c(Cl)c1,-0.4,-5,1.1,-7,5,101,1.1,-6,8,2.0
COc1ccc(CCNC(=O)CSc2nc3[nH]ncc3c(=O)n2-c2ccc(C)c(Cl)c2)cc1OC,0.0,-2,1,-2,2,100,1,-6,6,0.3
COc1ccc(N=C2C(=O)N3CCCc4cccc2c43)cc1,0.1,10,1.5,1,-10,100,1,-5,6,0.1
Cc1ccc(C)c2[nH]c(=O)c(CCNC(=O)CC(C)(C)C)cc12,-0.1,-6,1.1,-6,6,101,1.1,2,-17,-0.3
O=C(CCCN1C(=O)/C(=C/c2ccccc2Cl)SC1=S)NNC(=O)c1ccccc1Cl,-0.3,-41,1.1,14,41,89,0.9,-2,-26,0.1
COc1cccc(Nc2nc3ccccc3n3cnnc23)c1,-0.1,9,0.43,-2,-9,112,1,-11,9,0.2
CCOc1ccc2c(c1)-c1c(ssc1=S)C(C)(C)N2,-0.1,-12,0.82,-6,12,103,1.1,-5,23,-0.4
O=C(CSc1nc(C2CCCCC2)nc2ccccc12)NCc1ccco1,-0.2,20,1,-1,-20,92,1,-3,21,-1.5
COc1cc(-c2nc(-c3ccc4c(c3)-c3ccccc3S4(=O)=O)c(-c3ccccc3)[nH]2)cc(OC)c1O,-0.3,-5,0.46,-1,5,113,1,-5,7,-0.2
CC(=O)Nc1ccc(/C(C)=N/NS(=O)(=O)c2ccccc2)cc1,-0.2,1,0.93,-7,-1,105,1.1,-1,5,0.1
CC(NC(=O)c1ccc(C(C)(C)C)cc1)C(=O)O (configuration not stated),-0.3,-6,0.89,3,6,108,1,1,1,2.0
CCN(c1ccc(NC(=O)COC(=O)CCc2nc3ccccc3n2-c2ccccc2)cc1)C(C)C,-0.4,3,0.97,-20,-3,100,1.2,-3,-4,-0.1
CCSC1=N/C(=C\c2cccc(F)c2)C(=O)S1,-0.5,10,1.1,-2,-10,86,1,-6,2,-0.3
COc1ccc(C(=O)c2c(C)c3ccccc3n2CC(O)CNC(C)C)cc1 (configuration not stated),-0.5,-1,0.98,-7,1,99,1.1,0,8,-0.3
Cc1ccc([N+](=O)[O-])cc1NC(=S)NC(=O)c1cccnc1,0.0,-5,1,-7,5,101,1.1,1,0,0.2
CCCn1c(SCC(=O)Nc2ccccc2-c2ccccc2)nnc1-c1ccoc1C,-0.5,22,0.73,-3,-22,99,1,0,2,0.2
CCOC(=O)c1oc2ccc3c(c2c1C)C(=O)CC1(CCN(C(=O)OCC)CC1)O3,-0.4,-2,0.65,-9,2,97,1.1,-3,-39,-0.5
COc1ccc(OC)c(C2C(C(=O)Nc3ccccc3OC)=C(C)Nc3nc(CCCO)nn32)c1 (configuration not stated),-0.2,1,0.96,-6,-1,97,1.1,3,-5,-0.9
CC(C)N(C(=O)COC(=O)c1cc(Cl)cc(Cl)c1N)C(C)C,-0.3,-2,0.89,-4,2,102,1,3,18,0.2
Cc1cc(C)n2nc(C(=O)NCc3ccco3)nc2n1,-0.2,15,/,/,-16,101,/,/,/,-0.8
Cc1cc(Cl)c(OCCOCCN2CCC(C)CC2)c(Br)c1,0.1,0,0.91,-6,0,104,1.1,5,2,0.0
CC(C)C(=O)NC(=S)N1CCc2ccccc21,-0.4,-4,0.94,0,4,95,1,-3,-2,0.2
COc1ccc(C2CC(C(F)(F)F)n3nc(C(=O)NCCCn4ccnc4)cc3N2)cc1OC (configuration not stated),0.1,-1,0.95,-8,1,87,1.1,0,-5,-0.6

# Five compounds from above, sorted by count of non-hydrogen atoms, lowest first:
SMILES,Hsp70 activator,APP 5'UTR act,NF-kB expr up,FLuc inh counter,APP transl inh,STAT1 activator,FLuc act counter,HMGR II inh,G6PDH counter,DTT redox prof
CC(C)N(C(=O)COC(=O)c1cc(Cl)cc(Cl)c1N)C(C)C,-0.3,-2,0.89,-4,2,102,1,3,18,0.2
CC(=O)Nc1ccc(/C(C)=N/NS(=O)(=O)c2ccccc2)cc1,-0.2,1,0.93,-7,-1,105,1.1,-1,5,0.1
O=C(CSc1nc(C2CCCCC2)nc2ccccc12)NCc1ccco1,-0.2,20,1,-1,-20,92,1,-3,21,-1.5
CCOC(=O)c1oc2ccc3c(c2c1C)C(=O)CC1(CCN(C(=O)OCC)CC1)O3,-0.4,-2,0.65,-9,2,97,1.1,-3,-39,-0.5
CCN(c1ccc(NC(=O)COC(=O)CCc2nc3ccccc3n2-c2ccccc2)cc1)C(C)C,-0.4,3,0.97,-20,-3,100,1.2,-3,-4,-0.1

# Next part:
SMILES,Hsp70 activator,APP 5'UTR act,NF-kB expr up,FLuc inh counter,APP transl inh,STAT1 activator,FLuc act counter,HMGR II inh,G6PDH counter,DTT redox prof
CCCCc1c(C)c2cc(C)ccc2[nH]c1=O,-0.4,-11,1.4,-7,11,107,1.1,-1,-5,0.2
CC(=O)Cc1nsc(Nc2ccc(F)cc2)n1,-0.1,-5,1.2,-2,5,110,1,-3,0,0.9
Cc1sc2nc(SCC(=O)N3CCCC3)[nH]c(=O)c2c1C,-0.2,24,1.8,-5,-24,103,1,2,-3,-1.3
COC(=O)C1C(=O)C2=C(CC1C)NC(C)=C(C(=O)OC(C)C)C2c1ccc(OC)c(O)c1 (configuration not stated),-0.5,11,0.88,-1,-11,96,1,1,9,2.3
N#Cc1ccccc1Cn1cc(C#N)c2ccccc21,-0.7,2,1.1,-4,-2,88,1,-1,0,0.1
Clc1ccc(Nc2ncn[nH]2)c(Cl)c1,0.0,14,1.1,-4,-14,109,1,-2,6,-0.1
NC(=O)c1ccsc1NC(=O)COC(=O)c1ccccc1NCc1ccco1,-0.1,33,1.4,0,-33,97,1,1,3,-0.2
Cc1ccc(OCC(=O)N2CCN(C(=O)c3ccc([N+](=O)[O-])cc3)CC2)cc1,-0.3,8,1.1,0,-8,94,1,-7,0,-0.2
CCOc1ccc(/C(O)=C2/C(=O)C(=O)N(CCOCCO)C2c2ccc(F)cc2)cc1 (configuration not stated),-0.1,6,1,-8,-6,103,1.1,0,-3,0.1
COc1ccccc1-c1cc(C(=O)NCc2ccc(F)cc2)no1,0.3,-5,1.2,-3,5,96,1,1,0,-0.2
CCNC(=O)n1nccc1C(C)Oc1ccc(Cl)cc1 (configuration not stated),-0.2,-9,0.93,-8,9,101,1.1,-6,6,-8.2
CCOC(=O)c1c(C)[nH]c(C(=O)COC(=O)C(C)N2C(=O)C3CCCCC3C2=O)c1C (configuration not stated),-0.4,-4,0.47,-2,4,102,1,2,7,-6.6
CCCCOc1ccc(C(=O)N/N=C/c2cn[nH]c2-c2ccc(OC)c(OC)c2)cc1,-0.1,6,0.65,-4,-6,102,1,-5,4,-0.1

# Screening data from PubChem.
